Screening results from PubChem.
mHTT CaM bind: mutant huntingtin-calmodulin interaction inhibitors – biochemical, AlphaScreen, primary screen; P42858; inhibition, % at 15 µM; actives 3.6% (n = 190,000); AID 1671202, 2021; AlphaScreen His-mHTT/GST-CaM binding, luminescence;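 also: 0% = both proteins with DMSO and 100% = one protein alone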
Pf apPOL block: Pf-apPOL inhibitors, biochemical, fluorescence; Plasmodium falciparum apicoplast DNA polymerase (apPOL); Recombinant Pf-apPOL, molecular beacon fluorescence, 1.5 h; inhibition, % at 10 µM; actives 0.25% (n = 210,000); AID 1794808, 2022
The depositor's hits bear a star; x = no result given; & = joins results of further samples. Rule as the data show it: active = inhibition above about 50%; inactive = the rest.

SMILES | mHTT CaM bind | Pf apPOL block
COc1cc(-c2c(-c3ccc4c(c3)OCO4)noc2C)ccc1F | -54 | -3
CCNC(=O)c1cc(=O)[nH]c2c(Cl)cccc12 | -3 | -8
Cc1noc(C2CN(C(=O)Cc3ccccc3)CC23CCN(C)CC3)n1 (stereo not drawn) | 1 | -6
O=C(O)CCC(=O)Nc1ccc(S(=O)(=O)Nc2nccs2)cc1 | x | 12
COc1ccc(NC(=O)C(=O)NCc2ccccn2)cc1 | -5 | 5
Cc1ccc(C2Cn3nnc(C(=O)NCc4ccccc4C)c3CO2)cc1 (stereo not drawn) | 0 | -5
Cc1ccc(NC(=O)c2ccc(NC(=O)C(C)(C)C)cc2)cc1C | -7 | 0
O=C(C1CCN(c2nc3ccc(-c4ccc(F)cc4)nc3s2)CC1)N1CCOCC1 | 5 | -10
Cc1ccccc1CNC(=O)C1CCc2sc(C(=O)N(C)C)cc2C1 (stereo not drawn) | 4 | -4
O=C(Oc1ccc2c(-c3cc4ccccc4oc3=O)cc(=O)oc2c1)c1ccco1 | 1 | -7
O=C(O)c1cc(C(=O)O)[nH]n1 | 0 | x
COc1cccc(CNC(=O)C2(C)Cc3ccccc3C(=O)N2C2CC2)c1 (stereo not drawn) | -4 | -1
c1csc(CN2CCC(OCc3nc(-c4ccncc4)no3)CC2)c1 | 6 | -2
CCOc1ccc(/C=C/C(=O)Nc2ccc3c(c2)OCO3)cc1 | -7 | 7
COc1cccc(NC(=O)Cn2ccc3ccn(C)c3c2=O)c1 | 8 | 1
O=C(NC1CCCCC1)C1CCN(c2cn[nH]c(=O)c2)CC1 | 0 | -8
Cc1ccc(Cl)c(Nc2ccccc2C(=O)O)c1Cl | x | 2
O=C(Nc1cnc(N2CCCCC2)nc1)c1ccccc1C(F)(F)F | -4 | -1
Cc1cccc(NC(=O)Nc2nc(C)c(C(=O)NC3CCCC3)s2)c1 | 24 | 4
COc1ccc(SCC2CCN(C(=O)C34CC5CC(CC(C5)C3)C4)CC2)cc1 | -6 | -2
CC(=O)N1CCCc2ccc(NC(=O)C(=O)Nc3ccccc3[N+](=O)[O-])cc21 | 22 | 2
COc1ccc(/C=C2/C=C(c3ccc(Cl)cc3)OC2=O)cc1[N+](=O)[O-] | 13 | 4
O=C(Nc1ccc(F)cc1)Nc1ccc(Cl)cc1 | -7 | 0
Cc1ccc(-n2ncc3c2ncn2c(-c4ccccc4Cl)nnc32)cc1 | -2 | -2
Cc1ccccc1C1=N/C(=C\c2cccn2C)C(=O)O1 | 19 | 5
Cc1nc(SCc2ccc(F)cc2)c([N+](=O)[O-])[nH]1 | 6 | 8
Cc1c(C(=O)NCc2cccnc2)oc2ccc(S(=O)(=O)N3CCCC3)cc12 | 3 | 3
O=C(c1ccccc1)N1CCCC2(C1)Nc1cccnc1NC2=NCc1ccccc1 (stereo not drawn) | -1 | -1
CC(=O)Nc1cccc(N2CC(C(=O)NCCc3ccc(C)cc3)CC2=O)c1 (stereo not drawn) | -8 | -7
NS(=O)(=O)c1ccc(CCNC(=O)CCN2C(=O)c3cccnc3C2=O)cc1 | 8 | -47
COc1cccc(Cn2cccc2-c2nc(C)no2)c1 | -38 | 0
CN1C(=O)CCc2cc(NC(=O)C3CCC3)ccc21 | -1 | 0
O=C(Nc1ccc(F)cc1)c1cccc([N+](=O)[O-])c1 | -1 | -9
CCCn1c(C2CCN(C(=O)C(C)C)C2)nc2cccnc21 (stereo not drawn) | -6 | -3
CCCn1c(=O)c(-c2nc(-c3cccc(F)c3)no2)c(O)c2ccccc21 | -4 | 13
CCN(CC)c1ccc2cc(C(N)=O)c(=Nc3ccc(F)cc3)oc2c1 | -2 | -1
CC1CCCCN1S(=O)(=O)c1ccc(C(=O)Nc2nnc(-c3cccs3)o2)cc1 (stereo not drawn) | 11 | -7
CCNC(=O)C(=O)Nc1cc(OC)ccc1OC | 1 | 0
O=C(Nc1ccc(Cl)cc1F)c1cc(S(=O)(=O)NCc2ccco2)ccc1F | -1 | -6
COc1ccc(C2CC(=O)C3=C(C2)Nc2ccccc2NC3c2cc(Cl)c(O)c(OC)c2)cc1 (stereo not drawn) | 23 | -17
O=C1CSC(c2ccccc2[N+](=O)[O-])N1c1ccccc1F (stereo not drawn) | 8 | 1
COc1cccc(N(CC(=O)O)S(C)(=O)=O)c1 | 1 | -6
CC(=O)Nc1ccc(S(=O)(=O)Nc2ccccc2-c2ccccc2)cc1 | 26 | -1
CC1CN(CC(O)COCCC23CC4CC(CC(C4)C2)C3)CC(C)O1 (stereo not drawn) | 17 | -1
Cc1c(NS(=O)(=O)c2ccc(Cl)c([N+](=O)[O-])c2)c(=O)n(-c2ccccc2)n1C | 6 | -2
COCc1cc(=O)[nH]c(N=C(N)Nc2cc(Cl)ccc2OC)n1 | -10 | -5
COc1ccc(C)cc1NC(=O)N1CCCC1c1nc(-c2ccc(F)cc2F)no1 (stereo not drawn) | -1 | 2
COc1cc(C(=O)N2CCC3(CC2)NC(=O)c2cc(C)ccc2N3C)cc(OC)c1OC | 3 | 2
O=C(NCCN1CCN(C(=O)c2cccc(F)c2)CC1)C(=O)Nc1ccccc1 | -4 | -2
COCCCNC(=O)c1cnn2c(C)c(Cc3ccc(Cl)cc3)c(C)nc12 | 90* | -14
COc1ccc(/C=C2/N=C(c3ccccc3)OC2=O)c(OC)c1OC | 2 | 5
NC1=NN(c2ccccc2)CC1 | 5&29 | 3
Cc1cc2c(cc1C)-c1c(ssc1=Nc1ccc(S(N)(=O)=O)cc1)C(C)(C)N2 | 20 | x
CC(C)NC(=O)c1cc(-c2ccc(F)cc2)ns1 | -7 | -6
Cc1cc(C)n(C(=O)CCC(=O)Nc2ccc(C)c(C)c2)n1 | -2 | -2
Cc1nc(SCC(=O)c2ccccc2)c(C#N)c(C)c1Cl | -3 | -6
CC1(C)CC(=O)C2=C(C1)OC(N)=C(C#N)C2c1ccc2c(c1Br)OCO2 (stereo not drawn) | 9 | -6
Cc1ccsc1/C=C1\N=C(c2ccccc2Br)OC1=O | 5 | -9
CCCC(=O)NC(c1ccccc1Cl)c1ccc2cccnc2c1O (stereo not drawn) | 100* | 0
COc1ccc(NC(=O)CNC(=O)C2CCCCC2)cc1 | -1 | -4

Full records as entered above. Order of values: mHTT CaM bind | Pf apPOL block
Shown for CC1CN(CC(O)COCCC23CC4CC(CC(C4)C2)C3)CC(C)O1 (stereo not drawn) → 17 | -1
Shown for COCCCNC(=O)c1cnn2c(C)c(Cc3ccc(Cl)cc3)c(C)nc12 → 90* | -14
Shown for O=C1CSC(c2ccccc2[N+](=O)[O-])N1c1ccccc1F (stereo not drawn) → 8 | 1
Shown for CC(C)NC(=O)c1cc(-c2ccc(F)cc2)ns1 → -7 | -6
Shown for COc1ccc(/C=C2/N=C(c3ccccc3)OC2=O)c(OC)c1OC → 2 | 5

Filtered by structure: the entries above with bromine
SMILES | mHTT CaM bind | Pf apPOL block
CC1(C)CC(=O)C2=C(C1)OC(N)=C(C#N)C2c1ccc2c(c1Br)OCO2 (stereo not drawn) | 9 | -6
Cc1ccsc1/C=C1\N=C(c2ccccc2Br)OC1=O | 5 | -9

The list continues:
SMILES | mHTT CaM bind | Pf apPOL block
COC(=O)c1ccc(NC(=O)C(=O)NCC(C)(O)Cc2ccc(OC)cc2)cc1 (stereo not drawn) | 0 | 1
COc1ccc(OC)c(NC(=O)c2c(Cl)nc(Cl)c(Cl)c2Cl)c1 | 9 | -18
COc1ccc(C2C(C#N)C(=O)NC(=O)C2[n+]2ccccc2)cc1 (stereo not drawn) | 2 | -8
O=C(Cn1cnc([N+](=O)[O-])n1)N1CCCCCC1 | 2 | 1
Cc1n[nH]c(C)c1CCCCOc1ccc([N+](=O)[O-])cc1 | 2 | -1
COc1ccc([C@H]2C[C@@H](n3cc(COC(=O)c4ccccc4)nn3)[C@H](O)CN2Cc2cccs2)cc1 | 1 | -1
CC1=NN(c2ccc(Cl)c(C(=O)O)c2)C(=O)/C1=C/c1ccc(-c2cccc([N+](=O)[O-])c2)o1 | -2 | -3
CC(C)(C)NC(=O)NCCC1CCCCN1S(=O)(=O)c1cccs1 (stereo not drawn) | -13 | 2
CCCC(=O)Nc1c(-c2cccc(Cl)c2)nc2cc(C)ccn12 | 3 | 1
O=C(COc1ccc2c(c1)C(=O)CC1(CCCCC1)O2)NCc1ccc(F)cc1 | -2 | 7
COc1ccccc1C(=O)N1CCCC(C)(C(=O)NCc2cccc(F)c2)C1 (stereo not drawn) | -2 | 5
COc1cc(C2C3=C(CCCC3=O)Nc3nc(-c4cccc(O)c4)nn32)cc(OC)c1OC (stereo not drawn) | 38 | -1
CCOc1ccc(-c2ccnc(N3CCN(C(=O)C(Cl)Cl)CC3)n2)cc1 | 1 | -4
Cc1ccc(OCC(=O)N2CCN(c3ccc([N+](=O)[O-])c(NCc4ccccc4)c3)CC2)cc1 | 26 | 4
CC(=O)NC(c1ccc([N+](=O)[O-])cc1)c1ccc2cccnc2c1O (stereo not drawn) | 100* | -4
Cc1ccc(C(=O)N2CCN(Cc3ccc(=O)n(C)c3)CC2)cn1 | -11 | 3
CC(C)(C)n1nc2c(c1NC(=O)c1ccc3c(c1)OCO3)CS(=O)C2 (stereo not drawn) | -3 | -2
CC(=O)c1ccc(C#CC(C)(C)O)s1 | x | -6
Cc1[nH]c2ccccc2c1C(c1ccncc1)N1CCC(C)CC1 (stereo not drawn) | 22 | -4
O=C(NCc1cc(F)ccc1F)C1CCN(c2cn[nH]c(=O)c2)CC1 | 6 | -2
O=C(c1csc(CN2CCN(c3ccccc3)CC2)n1)N1CCOCC1 | 3 | -3
COc1cc(C2c3c(oc4ccc(Cl)cc4c3=O)C(=O)N2C)cc(OC)c1OC (stereo not drawn) | -5 | 1
COc1ccc(Cl)cc1C(=O)N(CC1CCCO1)c1nc2c(OC)cccc2s1 (stereo not drawn) | -15 | -3
CCN1C(=O)C(C)(C(=O)NCc2cccc(Cl)c2)Oc2cccnc21 (stereo not drawn) | -6 | 2
CC1CCN(C(=O)c2cccc3c2-c2ccccc2C3=O)CC1 | 1 | -4
Cc1ccc(Cl)cc1NC(=O)N1CCC(N2CCN(Cc3ccc(F)cc3)C2=O)CC1 | 14 | 7
Cc1nc(-c2ccccc2)sc1C(=O)N1CCC(CC(=O)N2CCCC2)CC1 | -2 | -1
O=C(c1ccccc1F)N1CCC2(CC1)NC(=O)N(Cc1ccccc1)C2=O | -1 | -2
O=C(NCc1ccco1)c1nc2nc(-c3cccs3)cc(C(F)(F)F)n2n1 | 37 | -2
O=[N+]([O-])c1ccc(CNc2cccc(F)c2)s1 | 19 | -7
O=C(NC1CC1)c1nc2ccccn2c1-c1ccc(F)cc1 | 8 | 5
CC(C)CNC(=O)C1CCN(C2CCN(C(=O)c3cccs3)CC2)CC1 | -6 | 0
Cc1cc2cc(CNC(=O)c3ccccc3C(F)(F)F)ccc2n1C | 22 | -33
CC1(C)CC(=O)C2=C(C1)Nc1ccccc1N(C(=O)Cc1ccc(Cl)cc1)C2c1ccco1 (stereo not drawn) | 11 | -3
COc1ccc(NC(=O)Nc2ccc(Cc3ccncc3)cc2)cc1OC | 18 | -3
Nc1c(Cl)cc(NC(=O)c2ccccc2C(=O)O)cc1Br | 25 | 10
O=C(NCCC1CCN(S(=O)(=O)c2ccc(F)cc2)CC1)Nc1cc(F)ccc1F | 28 | -4
COc1ccc(C(=O)Nc2ccc(S(=O)(=O)Nc3nccc(C)n3)cc2)c(OC)c1 | 9 | 9
COc1cc(-c2nc(C(=O)N3CCOCC3)cs2)ccc1OC(C)C | -4 | -8
O=C(Nc1ccccc1C(=O)NCc1ccccn1)c1ccc([N+](=O)[O-])o1 | x | -6&-7

The final 2 compounds of the section before lead into the next.
SMILES | mHTT CaM bind | Pf apPOL block
COc1cc(-c2nc(C(=O)N3CCOCC3)cs2)ccc1OC(C)C | -4 | -8
O=C(Nc1ccccc1C(=O)NCc1ccccn1)c1ccc([N+](=O)[O-])o1 | x | -6&-7
O=C(CCC(=O)NCCC1=CCCCC1)NCCC1=CCCCC1 | -7 | x
OC1CCCN(Cc2ccc(Br)s2)C1 (stereo not drawn) | -5 | -2
Cc1ccc(N2C(=O)c3ccccc3NC2c2ccc(F)cc2)cc1 (stereo not drawn) | -2 | 0
CCn1c(N2CCC(C(=O)NCc3ccc(OC)cc3)CC2)cc(=O)n(C)c1=O | 57* | -6
COc1cc(OC)c(NC(=O)c2ccc(C(C)(C)C)cc2)cc1Cl | -2 | -2
COc1nccnc1N1CCC(N(C)S(C)(=O)=O)C1 (stereo not drawn) | 4 | 2
COc1cccc(-c2cc(C(=O)N3CCCC3c3cc(C(C)C)no3)on2)c1 (stereo not drawn) | 1 | -4

2 entries drawn at random from the list so far, as already listed:
SMILES | mHTT CaM bind | Pf apPOL block
COc1cccc(-c2cc(C(=O)N3CCCC3c3cc(C(C)C)no3)on2)c1 (stereo not drawn) | 1 | -4
O=C(CCC(=O)NCCC1=CCCCC1)NCCC1=CCCCC1 | -7 | x
